# D1 agonist – agonists of human D1 dopamine receptor; HEK293 T-REx D1 cells, calcium flux, agonist mode; 360,000 compounds, 1% hits; AID 504660; P21728; activation, % at 2 µM; note: 0% is about no effect
#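 Tetracycline-induced HEK293 TREx D1 cells, force-coupled to calcium signalling, were dye-loaded with a no-wash calcium kit. Compound was pin-added after a 10 s baseline. Fluorescence was read kinetically at 1 cycle/s for 180 s, with calcium rises flagged as agonism.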
# D2 potentiator – positive allosteric modulators of human D2 dopamine receptor. HEK293 T-REx D2, calcium flux, EC20 dopamine potentiation. potentiation, % at 10 µM. 340,000 compounds, 0.34% hits. P14416. AID 485347;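 active = potentiation over 3 SD above the plate norm, cut at about 30% in these data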; note: 0% is about no effect
#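 Potentiation of an EC20 dopamine calcium response measured kinetically over 180 s, after a preceding 180 s compound-only read flagging agonists. Cells: inducible Hek293 Trex D2 line, 4000/well, cultured overnight at 30 C before dye loading.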
# TRHR PAM – allosteric enhancers of human TRH receptor | TRHR cells, fluo-8 calcium fluorescence, EC20 TRH enhancement | enhancement, % at 2 µM | 360,000 compounds, 0.66% hits; in the data active = enhancement above about 30%; note: 0% is about no effect
#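 Enhancer read-out: after compound pinning and an initial kinetic agonist-mode read, an EC20 of TRH (10 nM final) was injected and fluo-8 calcium signal (Ex 480/Em 530) followed at 1 s/cycle for 100 cycles in TRHR-expressing cells.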
# D2 antagonist – D2 dopamine receptor (human) antagonism | P14416 | inhibition, % at 10 µM | HEK293 TREx D2 cells, calcium flux, dopamine EC80 | 340,000 compounds, 2% hits | AID 485344; in the data active = inhibition above about 30%; note: 0% is about no effect
#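 Calcium mobilization kinetics were recorded at 1 s intervals in tetracycline-induced HEK293 T-REx D2 cells, first for 180 s after compound addition and then 180 s after EC80 dopamine.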
# D1 PAM – human D1 dopamine receptor positive modulation; HEK293 TREx D1 cells, calcium flux, dopamine EC20 potentiation; P21728; potentiation, % at 10 µM; AID 504651; 360,000 compounds, 0.036% hits; in the data active = potentiation above about 30%; note: 0% is about no effect
# D1 antagonist – blocks dopamine activation of the human D1 receptor; P21728; HEK293 TREx D1 cells, calcium flux, dopamine EC80; active compounds read low; activity change, negative = inhibition, % at 10 µM; 360,000 compounds, 3.2% hits; AID 504652; in the data active = activity change below about -30%; note: % is set by controls: 0 for no effect and ±100 for the full control effect
#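 Tetracycline-induced HEK293 Trex D1 cells, force-coupled to calcium, dye-loaded; compounds added and read 180 s, then EC80 dopamine added and calcium flux tracked kinetically another 180 s.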
# RXFP1 antagonist – blocks the human relaxin receptor RXFP1. activity change, negative = inhibition, % at 57.5 µM. HEK293-RXFP1, relaxin-stimulated cAMP HTRF, 30 min; active compounds read low. 350,000 compounds, 0.59% hits;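 active = activity change of -60% or lower, but not beyond a set lower limit; inconclusive = change between -60% and -40%, or beyond the set limit; inactive = change above -40%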; note: % is set by controls: 0 for no effect and ±100 for the full control effect
# Target sequence (Q9HBX9 whole entry, looked up): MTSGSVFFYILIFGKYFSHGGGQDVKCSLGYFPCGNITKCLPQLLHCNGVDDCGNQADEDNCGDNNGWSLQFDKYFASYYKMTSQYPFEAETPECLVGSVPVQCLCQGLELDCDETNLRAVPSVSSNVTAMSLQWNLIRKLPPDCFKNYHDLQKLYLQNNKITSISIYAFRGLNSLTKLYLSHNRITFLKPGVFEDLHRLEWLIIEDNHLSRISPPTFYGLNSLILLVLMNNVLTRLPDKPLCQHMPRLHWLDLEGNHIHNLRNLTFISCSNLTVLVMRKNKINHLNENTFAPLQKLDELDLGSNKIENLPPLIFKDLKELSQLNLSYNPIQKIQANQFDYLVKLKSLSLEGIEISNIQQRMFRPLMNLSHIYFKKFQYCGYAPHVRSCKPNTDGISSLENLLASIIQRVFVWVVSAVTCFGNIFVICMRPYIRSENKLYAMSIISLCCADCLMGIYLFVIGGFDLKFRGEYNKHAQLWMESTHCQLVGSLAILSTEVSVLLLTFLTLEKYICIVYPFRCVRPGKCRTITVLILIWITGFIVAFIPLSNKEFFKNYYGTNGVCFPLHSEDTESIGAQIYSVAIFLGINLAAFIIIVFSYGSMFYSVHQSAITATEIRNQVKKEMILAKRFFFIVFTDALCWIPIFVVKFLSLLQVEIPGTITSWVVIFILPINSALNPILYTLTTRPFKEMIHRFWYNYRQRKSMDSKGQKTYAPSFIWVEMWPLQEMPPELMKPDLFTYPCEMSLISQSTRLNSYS
# TRHR ag – agonists of human TRH receptor; TRHR cells, calcium flux fluo-8, FDSS agonist mode; AID 493084; activation, % at 2 µM; 360,000 compounds, 0.18% hits; note: 0% is about no effect
#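 In this calcium-flux screen, cells bearing human TRHR are dye-loaded with fluo-8, baselined for 10 cycles, then exposed to library compounds; positive kinetic calcium responses during the agonist phase mark hits, with TRH as control.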
# D2 agonist – D2 dopamine receptor (human) agonism. HEK293 T-REx D2 cells, calcium flux agonist mode. activation, % at 2 µM. 340,000 compounds, 0.53% hits. AID 485358;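 active = activation over 3 SD above normal in the single-dose calcium agonist read, cut at about 30% in these data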; note: 0% is about no effect
#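 In this primary screen, compounds producing a positive calcium signal within 180 s of addition to tetracycline-induced, force-coupled HEK293 Trex D2 cells are flagged; cells are dye-loaded with a no-wash calcium kit beforehand.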
# The depositor's hits bear a star; ? = inconclusive; nt = not tested or not shown. Cut-off read from the data, not from the text of the source, unless noted: active = activation above about 30%; inactive = the rest.
No.	compound	D1 agonist	D1 antagonist	D2 agonist	D2 antagonist	D1 PAM	RXFP1 antagonist	TRHR PAM	D2 potentiator	TRHR ag
1	c1nc(NC2CCCCC2)c2[nH]cnc2n1	-3	14	0.4	10	-5	-13	-4	-4	-0.1
2	CC(Sc1nnc2c(n1)[nH]c1ccccc12)C(=O)NC1CCCCC1 (stereo unspecified)	8	-19	0.9	7	-6	-27	-5	1	0.1
3	Cc1n[nH]c(C)c1CCCCOc1ccccc1F	7	-9	-1.3	-25	-8	-15	2	8	-0.4
4	COC(=O)C1=C(C)NC(=O)/C1=C\c1cc(C)n(-c2cccc(C)c2)c1C	2	0	-0.1	-8	0	-7	4	3	1.0
5	CCOc1ccc(NC(=O)Cn2nnc(-c3ccc(C(N)=O)cc3)n2)cc1S(=O)(=O)N1CCCC1	10	22	-0.3	-12	0	4	1	3	-0.3
6	O=C(c1ccncc1)N1N=C(C2CCCCC2)CC1(O)C(F)(F)F (stereo unspecified)	-1	5	-0.2	-11	2	-16	0	nt	-0.4
7	Cc1ccc(S(=O)(=O)N2CCCSCC2)cc1	2	-2	-0.4	0	0	-1	-4	-3	-0.7
8	Cc1cccc(N2CCN(CC(O)COc3ccc(Cl)cc3)CC2)c1 (stereo unspecified)	15	-11	-1.1	58*	-5	-9	8	-19	-0.1
9	CS(=O)(=O)c1nc(S(=O)(=O)c2ccc(Cl)cc2)c(N2CCC(O)CC2)s1	3	-4	-0.8	-11	1	-7	9	2	0.5
10	O=C(NC(=S)Nc1ccc(S(=O)(=O)N2CCCC2)cc1)c1cccs1	11	-4	-2.1	-17	-12	nt	4	13	0.4
11	CC1(C)Oc2nc3ccccc3n2/C1=C\C#N	0	-8	-0.2	2	-3	-10	4	-4	-1.0
12	CCC(C)NC(=O)c1nn(C)c(=O)c2ccccc12 (stereo unspecified)	2	-22	0.3	-24	-1	-19	-2	11	0.0
13	COC(=O)c1sccc1NC(=O)c1ccc(C#N)cc1	4	-7	1.0	18	-3	-2	-2	0	0.5
14	O=C(NC(=S)NC1CCCC1)c1ccccc1Br	2	4	1.1	-9	-3	-4	11	3	-0.4
15	O=C(OCC1OC(n2cc(Br)c(=O)[nH]c2=O)C(Br)C1O)c1ccccc1 (stereo unspecified)	2	8	0.1	-14	-7	-3	-6	-12	0.4
16	O=C(O)CCc1ccc(-c2ccc(Br)cc2)n1-c1ccccc1O	0	-7	5.0	nt	-2	nt	11	14	-0.3
17	CCN(CC)c1nc2c(S(=O)(=O)c3ccccc3)nnn2c2ccc(Cl)cc12	1	0	0.7	nt	1	-22	-7	nt	0.0
18	COc1cc(-c2nc(Cn3nnc(C(=O)Nc4cccc(Cl)c4)c3C)c(C)o2)cc(OC)c1OC	-1	0	0.8	nt	1	nt	4	-2	2.4
19	CCC(C)(C)NC(=O)COc1ccc(C(=O)c2ccccc2)cc1	12	-16	-0.7	-15	-7	0	-1	-2	0.9
20	CCOc1ccccc1N1CC(C(=O)Nc2ccc(S(=O)(=O)N3CCCCC3)cc2)CC1=O (stereo unspecified)	-1	-2	-0.7	5	-8	3	-2	-4	0.2
21	COc1nc2ccccc2nc1OC	0	16	-0.3	6	-2	nt	3	11	-1.0
22	O=c1c(C(c2ccccc2)c2c(O)sc3ccccc3c2=O)c(O)sc2ccccc12	2	-15	1.9	-20	0	-7	14	10	-0.1
23	COc1ccc(Cn2cnc3c4cc(F)ccc4n(C)c3c2=O)cc1	1	-11	0.2	-14	-1	-3	16	-2	-0.1
24	CN(C)C(=O)CSc1nnc(-c2cc(-c3cccs3)nc3ccccc23)o1	2	-11	-0.5	1	-1	-12	-2	25	0.6

# Part of the list above in a different format:
# Below each SMILES – D1 agonist	D1 antagonist	D2 agonist	D2 antagonist	D1 PAM	RXFP1 antagonist	TRHR PAM	D2 potentiator	TRHR ag
17	CCN(CC)c1nc2c(S(=O)(=O)c3ccccc3)nnn2c2ccc(Cl)cc12
→ 1	0	0.7	nt	1	-22	-7	nt	0.0
16	O=C(O)CCc1ccc(-c2ccc(Br)cc2)n1-c1ccccc1O
→ 0	-7	5.0	nt	-2	nt	11	14	-0.3
22	O=c1c(C(c2ccccc2)c2c(O)sc3ccccc3c2=O)c(O)sc2ccccc12
→ 2	-15	1.9	-20	0	-7	14	10	-0.1
18	COc1cc(-c2nc(Cn3nnc(C(=O)Nc4cccc(Cl)c4)c3C)c(C)o2)cc(OC)c1OC
→ -1	0	0.8	nt	1	nt	4	-2	2.4
21	COc1nc2ccccc2nc1OC
→ 0	16	-0.3	6	-2	nt	3	11	-1.0

# Continuation.
No.	compound	D1 agonist	D1 antagonist	D2 agonist	D2 antagonist	D1 PAM	RXFP1 antagonist	TRHR PAM	D2 potentiator	TRHR ag
25	CCCNC(=O)Cn1nc([N+](=O)[O-])c([N+](=O)[O-])c1C	5	-10	-0.4	9	10	10	-4	8	-0.2
26	COc1cccc(-c2cc(C(=O)Nc3ccc(OC)cc3OC)no2)c1	6	0	0.8	nt	0	-11	16	-2	1.5
27	Cc1ccccc1CSc1nc(-c2ccccc2)cc(=O)[nH]1	1	5	-0.3	-4	11	0	-1	-2	0.0
28	CC12CCC(=O)N1C(C(=O)OCc1c(Cl)cccc1Cl)CS2 (stereo unspecified)	3	-16	-0.8	19	-7	-21	-7	-8	-0.8
29	CCOc1ccc(NC(=O)CC2C(=O)OCCN2CC)cc1 (stereo unspecified)	1	0	-0.6	nt	-4	0	6	17	-4.0
30	C=CCc1ccccc1OCCn1nnc2ccccc21	3	-6	1.1	1	0	1	3	-1	-0.5
31	Nc1cnc(Br)cc1Br	5	-8	-1.2	3	-6	3	-1	-12	-0.3
32	CCOc1ccc(C2N(c3ccc(F)cc3)C(=O)C3CCCN32)cc1 (stereo unspecified)	4	2	0.3	-6	-1	0	4	-7	0.6
33	NS(=O)(=O)c1ccc(N2CCCC2=O)c([N+](=O)[O-])c1	8	17	-0.2	-1	0	?	2	24	0.1
34	CCOC(=O)CSc1nc2sc(C)c(C)c2c(=O)[nH]1	7	3	0.2	0	-1	-3	10	-2	-0.6
35	C/C(=N\NC(=O)c1ccc(N(C)C)cc1)c1cccnc1	3	8	nt	nt	0	0	-2	nt	0.4
36	CC(=O)N(Cc1cc(=O)[nH]c2ccccc12)c1ccccc1C	1	10	-0.2	15	0	1	0	-7	0.6
37	C#CCOc1c(Cl)cc(/C=N/O)cc1OC	0	-62*	1.6	-2	-1	3	1	2	-0.6
38	Cc1ccc(/C=N/NC(=O)Cc2cccs2)o1	10	1	-1.7	-9	9	-1	6	5	-0.4
39	CCOc1ccc(Nc2oc(-c3cccs3)nc2C#N)cc1	1	-2	-0.5	-9	-1	13	4	2	0.1
40	CCCCCCC1CC(C)(C(=O)CNc2nncs2)OC1=O (stereo unspecified)	-1	-21	0.4	-4	2	-37	-1	-2	-0.4
41	Cc1nn(CC(=O)N/N=C/c2cccs2)c(C)c1[N+](=O)[O-]	2	-4	0.6	1	-3	0	1	-10	0.2
42	CC1(O)CC(c2ccc(Cl)cc2)=NN1C(=O)c1ccc(Cl)cc1 (stereo unspecified)	2	-2	1.1	1	-2	9	-8	-4	0.9
43	CCOC(=O)c1ccc(-n2ccnc2)c(NC(=O)c2ccc(C(C)(C)C)cc2)c1	4	-15	0.2	-3	3	-3	-3	5	-0.8
44	O=C(O)c1ccc(CNS(=O)(=O)c2ccc3ccccc3c2)cc1	9	0	-2.0	-2	14	3	3	6	-2.2
45	COc1ccccc1C(=O)N/C(=C/c1ccco1)C(=O)Nc1cccc(C(=O)O)c1	0	3	-2.7	-6	-2	-16	2	nt	0.9
46	Cc1ccc(-c2nnc3ccc(SCC(=O)NCc4ccco4)nn23)cc1	-3	19	-0.6	8	-5	16	-1	2	-0.4
47	CC(C)Sc1ncc(Cl)c(C(=O)Nc2ccc(S(=O)(=O)Nc3ncccn3)cc2)n1	3	-20	0.1	nt	2	nt	1	nt	-0.9
48	O=C(c1ccc(CS(=O)c2cccc(Cl)c2)o1)N1CCN(c2ccccn2)CC1 (stereo unspecified)	0	-11	-2.0	-3	-2	14	-5	-6	0.7
49	Cn1ncc2c(c(SCc3ccc(Cl)cc3Cl)nn2C)c1=O	0	-15	-0.2	-4	8	-29	1	6	-2.0
50	CCOC(=O)c1c(CN2CCCCC2)n(C)c2cc(Br)c(O)c(CN(C)C)c12	1	-22	0.4	60*	-8	nt	3	-33	0.1
51	O=c1[nH]c(/C=C/c2cccc3ccccc23)nc2ccccc12	1	6	-0.6	3	-1	-12	0	0	-1.2
52	CN(C)CCNc1ccc(-c2nn(C)c(=O)c3ccccc23)cc1[N+](=O)[O-]	2	-2	0.9	7	-1	0	-2	-2	-0.2
53	COc1ccc(NS(=O)(=O)c2ccc(Cl)c(NC(=O)c3cccnc3Cl)c2)cc1	6	0	1.6	24	-8	-8	6	-2	0.3
54	Cc1ccc(NC(=O)C(C)N2C(=O)c3ccccc3C2=O)cc1S(=O)(=O)N1CCOCC1 (stereo unspecified)	4	-42*	2.8	2	-5	3	-8	-7	0.1
55	COc1ccccc1NC(=O)C(=O)N1CCCC1	1	0	0.6	3	2	-3	13	3	-2.0
56	O=C(CSc1nc(C2CCCCC2)n(-c2ccccc2)n1)NCCN1C(=O)CSC1=O	1	12	0.2	3	-1	4	3	nt	-0.6
57	COc1cc(N2C(=O)c3ccccc3C2=O)c(Cl)cc1C(=O)OCC(=O)NCc1ccco1	4	-11	-1.4	7	-3	-6	-5	-4	-0.6
58	Cc1ccc(NC(=O)CCc2nc3cccnc3n2-c2ccccc2)cc1Cl	-2	20	-0.5	nt	3	-17	-3	1	-1.0
59	CCN(CC)CC(=O)NCC1(c2ccccc2)CCCC1	0	-18	-0.9	-6	1	0	16	0	0.0
60	CCn1c(SCC(=O)c2ccc(CNC(C)=O)o2)nnc1-c1cccs1	-1	-10	1.0	-11	4	-17	3	4	-0.5
61	COc1ccc(CN2C(=O)C(NC(=O)c3ccccc3C)(C(F)(F)F)N=C2c2ccccc2)cc1 (stereo unspecified)	4	-12	0.0	nt	-1	nt	-2	-2	-1.4
62	CCOC(=O)c1[nH]c(C)c(CN(Cc2ccco2)C(=O)C(F)(F)F)c1C	4	-26	-1.8	1	-3	-1	-1	-2	-0.4
63	S=C(N/N=C/c1cccc2ccccc12)Nc1cccc(Cl)c1	4	8	0.8	1	-2	-18	-6	5	0.5
64	Cc1nc(Cl)sc1C(=O)Nc1ccc(C(F)(F)F)cc1	9	-26	0.9	9	-6	-3	-4	5	0.4
65	COCCSc1nnc(NC(=O)COc2ccc3c(c2)OCO3)s1	3	3	-0.1	-6	-2	0	11	14	1.2
66	Cc1ccc(NC(=O)CN2CCCN(S(=O)(=O)c3ccc(Br)s3)CC2)cc1	7	-7	-0.5	-14	-1	-4	7	8	0.2
67	Fc1ccc(-n2nnc(-c3nccs3)n2)cc1	-5	1	-0.1	8	1	nt	0	-1	-0.2
68	COc1ccc(C(=O)Nc2ccc(S(=O)(=O)Nc3onc(C)c3C)cc2)cc1OC	4	3	0.3	-15	-4	-6	3	-22	0.2
